Compound activity (PubChem)
PRMT1 inh – blocks human protein arginine methyltransferase 1; Q99873; recombinant PRMT1, activity-based probe fluorescence polarization; inhibition, % at 2.79 µM; 1.3% of 370,000 active; AID 652257;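 active means inhibition above about 21% made by adding two undisclosed values, limit read from the data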
mABHD4 FP – inhibits mouse alpha/beta hydrolase domain 4. purified mABHD4, FP-Rh probe fluorescence polarization. inhibition, % at 8.92 µM. 0.54% of 370,000 active. AID 720543. Q8VD66;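 active means inhibition exceeding the mean over every tested compound plus 3 SD, cut at about 30% in these data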;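 further: 0% = plate median of compound wells and 100% = S159A mutant with DMSO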
Target sequence (Q8VD66 whole entry, looked up, the tested form may be a part): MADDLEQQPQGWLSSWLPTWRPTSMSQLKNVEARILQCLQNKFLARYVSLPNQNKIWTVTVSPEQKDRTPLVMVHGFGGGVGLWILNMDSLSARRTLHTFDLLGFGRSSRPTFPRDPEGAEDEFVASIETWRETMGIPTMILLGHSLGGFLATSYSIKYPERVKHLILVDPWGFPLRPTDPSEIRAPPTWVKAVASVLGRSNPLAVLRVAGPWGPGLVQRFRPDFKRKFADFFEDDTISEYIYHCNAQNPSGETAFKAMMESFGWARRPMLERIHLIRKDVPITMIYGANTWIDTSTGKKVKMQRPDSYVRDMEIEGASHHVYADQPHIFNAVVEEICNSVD
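Assay system: mouse ABHD4 enzyme, wild type / Also added: fluorescent activity-based probe FP-Rh / Doses: single nominal dose of 8.92 µM, 0.89% DMSO final / Timing: 45 min compound pre-incubation plus 60 min probe step, 25 °C / Signal: FP readout, ex 525 nm / em 598 nm / Control set: S159A mutant/DMSO as 100%, compound-well median as 0%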
HTRA1 inhibitor – blocks human HTRA1 serine peptidase; recombinant HTRA1, FP-rhodamine activity-based probe, fluorescence polarization; 0.5% of 340,000 active; Q92743; inhibition, % at 5.96 µM; in the data active means inhibition above about 36%;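 further: 0% = enzyme with DMSO and 100% = wells lacking enzyme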
MBD2 DNA inh – blocks human MBD2 binding to methylated DNA; Q9UBB5; TR-FRET, MBD2 binding to methylated oligonucleotide; inhibition, % at 4.4 µM; 0.31% of 370,000 active; AID 686964; in the data active means inhibition above about 13%
SIAE primary – human SIAE inhibition, primary screen. Q9HAT2. SIAE FP-Rh probe binding, fluorescence polarization. inhibition, % at 9.66 µM. 0.69% of 370,000 active. AID 1053197;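 active means inhibition above a cutoff: mean of compounds within the control limits plus 3 SD of those, cut at about 17% in these data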;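 further: 0% = plate median of compound wells and 100% = probe without SIAE protein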
rCAG binder – r(CAG) repeat RNA binding | inhibition, % at 3 µM | 1.3% of 370,000 active | TO-PRO-1 dye displacement fluorescence;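 active means inhibition above the plate cutoff, the mean of all test compounds on that plate plus 3 SD, cut at about 35% in these data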;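 further: 0% = DMSO alone and 100% = 100 µM mitoxantrone as full dye displacement; higher means more dye released from RNA so lower well fluorescence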
GC-A act – GC-A (human) enzyme activation; P16066; HEK293 GC-A cells, cGMP TR-FRET, EC30 ANP; 0% at EC30 ANP, 100% saturating ANP; activation, % at 10 µM; 0.14% of 370,000 active; AID 1671463; in the data active means activation above about 40%
NPR2 activator – GC-B (human) receptor activation | P20594 | HEK293-GC-B cells, CNP EC30, cGMP TR-FRET; 0% at EC30 CNP, 100% saturating CNP | activation, % at 10 µM | 0.11% of 370,000 active;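 active means activation at 10 µM reaching about 35% in either raw or pattern-adjusted values, limit read from the data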
UHRF1 binding – blocks human UHRF1 binding to methylated DNA | Q96T88 | UHRF1 binding to methylated oligo, TR-FRET | inhibition, % at 4.4 µM | 0.75% of 370,000 active | AID 687016; in the data active means inhibition above about 21%;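 further: UHRF1 SRA domain binding a hemimethylated CpG hairpin DNA probe; 0% = median of test compound wells and 100% = reference inhibitor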
Target sequence (Q96T88 whole entry, looked up, the tested form may be a part): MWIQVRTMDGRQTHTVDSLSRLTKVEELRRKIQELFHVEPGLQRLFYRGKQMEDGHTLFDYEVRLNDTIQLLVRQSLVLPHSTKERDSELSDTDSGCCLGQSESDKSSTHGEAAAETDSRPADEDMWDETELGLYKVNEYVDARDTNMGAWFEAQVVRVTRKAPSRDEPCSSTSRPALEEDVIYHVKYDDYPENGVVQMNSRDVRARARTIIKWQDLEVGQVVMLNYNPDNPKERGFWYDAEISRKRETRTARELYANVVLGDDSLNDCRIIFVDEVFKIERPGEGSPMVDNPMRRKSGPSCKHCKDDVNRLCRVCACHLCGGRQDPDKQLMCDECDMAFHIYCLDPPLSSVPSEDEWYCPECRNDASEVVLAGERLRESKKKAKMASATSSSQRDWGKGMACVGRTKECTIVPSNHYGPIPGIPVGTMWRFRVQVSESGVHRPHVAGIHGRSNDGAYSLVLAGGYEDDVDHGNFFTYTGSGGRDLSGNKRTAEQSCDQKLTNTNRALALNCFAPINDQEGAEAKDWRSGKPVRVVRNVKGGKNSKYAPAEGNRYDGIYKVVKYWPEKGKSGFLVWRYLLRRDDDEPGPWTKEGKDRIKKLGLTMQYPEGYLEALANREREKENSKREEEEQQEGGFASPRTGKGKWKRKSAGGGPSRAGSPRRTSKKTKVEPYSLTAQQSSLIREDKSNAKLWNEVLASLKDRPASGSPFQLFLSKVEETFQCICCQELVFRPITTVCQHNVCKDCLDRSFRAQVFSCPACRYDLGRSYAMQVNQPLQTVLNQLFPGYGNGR
TCR-CD3 inh – inhibitors of human TCR-CD3 interaction; TAMRA-labeled TCR probe fluorescence, biochemical; inhibition, % at 9.4 µM; 0.37% of 360,000 active; in the data active means inhibition above about 19%;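 further: recombinant mutant TCR 2C K166C tagged with TAMRA read by polarization; 0% = receptor in buffer alone and 100% = receptor with positive control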
Numbers without * were called inactive; . = not tested or not shown. The list is partial; rates above refer to the full screens.

compound	PRMT1 inh	mABHD4 FP	HTRA1 inhibitor	MBD2 DNA inh	SIAE primary	rCAG binder	GC-A act	NPR2 activator	UHRF1 binding	TCR-CD3 inh
Cn1ccnc1SCC(=O)Nc1ccc2c(c1)OCCO2	5	-4	3	6	1	-2	2	2	2	-1
CCCCOC(=O)c1ccc(NC(=O)CSc2nnnn2C)cc1	-4	-2	-5	-2	0	-1	1	-3	0	6
O=C(Nc1ncc([N+](=O)[O-])s1)C1CC(=O)N(c2ccc(F)cc2)C1 (stereo unspecified)	2	3	-1	-6	-6	8	-3	-5	-4	3
O=C(/C=C/c1ccc(OCc2cccc(Cl)c2)cc1)N1CCOCC1	2	-3	-12	4	6	-6	-1	-7	1	2
Cc1c(C)n(CC(O)CSc2ccccc2)c2ccccc12 (stereo unspecified)	4	-5	.	-2	5	4	3	3	1	-5
Clc1ccc(-c2cn(-c3ccc(Cl)cc3)c3[n+]2CCCCC3)cc1	-3	-4	-1	6	7	3	2	3	0	3
O=C(C1=NN(c2ccccc2)C2C(=O)N(c3ccccc3)C(=O)C12)c1ccccc1 (stereo unspecified)	1	-14	-7	6	-3	6	13	2	18	-5
Cc1cccc(NC(=O)N2CCC(NC(=O)c3ccco3)CC2)c1	-2	-6	3	-7	7	-2	-6	-1	0	-2
Cc1ccc(S(=O)(=O)NCC(=O)OCN2C(=O)c3ccccc3C2=O)cc1	-2	0	.	-3	5	-2	-2	-1	-1	-3
CC(C)C[C@H]1COCCS(=O)(=O)N1Cc1ccc(Cl)c(Cl)c1	2	2	-17	0	0	1	-10	-15	-3	-6

Single entries from the list.
For NPR2 activator, Cc1c(C)n(CC(O)CSc2ccccc2)c2ccccc12 (stereo unspecified) is entered as 3
For PRMT1 inh, Cc1ccc(S(=O)(=O)NCC(=O)OCN2C(=O)c3ccccc3C2=O)cc1 is entered as -2
For PRMT1 inh, Cn1ccnc1SCC(=O)Nc1ccc2c(c1)OCCO2 is entered as 5

Later entries
compound	PRMT1 inh	mABHD4 FP	HTRA1 inhibitor	MBD2 DNA inh	SIAE primary	rCAG binder	GC-A act	NPR2 activator	UHRF1 binding	TCR-CD3 inh
CC(OC(=O)/C=C/c1ccc(Br)cc1)C(=O)N1CCOCC1 (stereo unspecified)	0	-3	3	2	5	-4	-1	1	-1	9
COc1ccc(-c2ccc(CNCCCN3CCOCC3)o2)cc1Cl	1	1	3	-1	3	-4	.	.	0	4
COCCN(C(=O)CNC(=O)c1ccco1)C(C(=O)NC1CCCC1)c1cccc(OC)c1 (stereo unspecified)	0	4	3	1	-3	-2	-1	3	4	1
CC(CNC(=O)CN1C(=O)CCSc2ccccc21)c1ccccc1 (stereo unspecified)	-3	-2	5	-5	5	-8	-2	1	-1	7
COc1ccc(N2CCN(C(=O)COC(=O)CNC(=O)c3ccc(Cl)cc3Cl)CC2)cc1	-1	-3	-2	1	0	-6	-2	-3	1	1
O=C(Nc1ccccc1C(=O)Nc1cccnc1)c1ccccc1	0	3	-12	-8	-7	-4	0	-2	-2	7
CCN(CC(=O)Nc1ccc(NC(C)=O)cc1)C(=O)/C=C/c1cn(-c2ccccc2)nc1-c1ccc(C)cc1	-4	-14	-92	0	-43	16	-1	-7	-1	11
O=C(CCC1CCCCC1)Nc1nnc(C(F)(F)F)s1	10	-9	5	3	-3	1	-2	-6	3	-7
O=C(O)C(CCC(C(=O)O)c1ccccc1)c1ccccc1 (stereo unspecified)	4	2	5	1	3	1	-2	-1	1	-3
Cc1cc(C)nc(NNS(=O)(=O)c2c(F)cc(F)cc2Br)n1	-2	2	-3	-4	0	5	1	5	-1	4
O=C(Nc1ncccc1Cl)c1ccc2c(c1)OCCO2	-1	-1	3	-2	2	1	0	-5	-1	-5
CCC(C)N1CC(O)=C(c2nc3ccccc3[nH]2)C1=N (stereo unspecified)	5	4	2	1	-1	-2	18	1	-2	1
C[C@@H]1/C=C/CC(=O)N[C@H](c2ccc3ccccc3c2)[C@H](C)/C=C/CC(=O)N[C@@H]1c1ccc2ccccc2c1	6	-30	.	4	-12	12	-2	-5	2	.
CCOC(=O)C1=C(O)C(=O)N(Cc2ccccc2)C1	1	6	9	3	1	-1	0	3	0	-4
COc1ccc(OC)c(Nc2nc(C3CC3)nc3c2nnn3Cc2ccccc2)c1	-1	4	-1	-3	2	5	-2	-6	1	3
COc1ccc(C2CC(c3ccc(C)o3)=NN2C(C)=O)cc1 (stereo unspecified)	1	4	-3	4	0	-6	0	6	2	-3
Fc1cccc2sc(Nc3nc4cc5c(cc4s3)OCCO5)nc12	0	5	-8	1	2	11	3	-3	2	-1
CCOc1ccc(NC(=O)c2ccc(NC(=O)c3ccccc3Br)cc2)cc1	-1	-6	-13	0	-25	-1	-3	3	3	5
CCS(=O)(=O)NCCc1ccc(OC)c(OC)c1	-1	-1	5	7	11	-2	2	4	2	-5
Cc1ccc(-c2ccc(=O)n(CC(=O)NCCN(CC(C)C)CC(C)C)n2)cc1	-1	5	6	1	4	-4	-2	1	0	-1

Laid out differently: 2 of the compounds above.
Values run as follows: PRMT1 inh, mABHD4 FP, HTRA1 inhibitor, MBD2 DNA inh, SIAE primary, rCAG binder, GC-A act, NPR2 activator, UHRF1 binding, TCR-CD3 inh
> CCC(C)N1CC(O)=C(c2nc3ccccc3[nH]2)C1=N (stereo unspecified)
 : 5, 4, 2, 1, -1, -2, 18, 1, -2, 1
> Fc1cccc2sc(Nc3nc4cc5c(cc4s3)OCCO5)nc12
 : 0, 5, -8, 1, 2, 11, 3, -3, 2, -1

(continued)
compound	PRMT1 inh	mABHD4 FP	HTRA1 inhibitor	MBD2 DNA inh	SIAE primary	rCAG binder	GC-A act	NPR2 activator	UHRF1 binding	TCR-CD3 inh
O=C(CN1CCN(S(=O)(=O)c2ccc(Br)cc2)CC1)Nc1ccccc1C(=O)c1ccccc1	-1	0	4	2	2	4	-5	-4	0	-5
CCOC(=O)c1nnc2c(Br)c(-c3ccccc3)nn2c1C	0	-5	-16	-2	6	8	8	-3	-1	6
CCN(CC)CC#CCC(O)(c1ccccc1)c1ccc(Br)cc1 (stereo unspecified)	-2	-1	-2	2	3	-11	-54	-15	-3	-1
Cc1ccc(CNS(=O)(=O)c2ccc(C)s2)cc1	-1	-2	-2	-7	4	2	-1	1	0	-1
CC(C)(C)c1cc(CCC(=O)NNC(=O)c2ccco2)cc(C(C)(C)C)c1O	0	1	-7	5	-3	2	-1	7	-3	3
c1nc(Nc2ccc(N3CCOCC3)cc2)c2ccsc2n1	5	12	13	-5	2	1	-8	-7	1	-6
O=C(/C=C/c1c(F)cccc1Cl)N1CCOCC1	0	6	-9	-1	4	3	3	3	-3	5
CN(CC(=O)NCCc1ccccc1)CC(=O)Nc1cccc(F)c1	-1	-3	1	1	1	-2	-3	-1	-1	5
CC(=O)Nc1ccc(SCCC2CCCCN2C)cc1 (stereo unspecified)	15	-3	4	5	3	-1	0	-2	2	1
O=C(Nc1ccc(N2C(=O)c3cccc4cccc(c34)C2=O)cc1)c1ccc(N2CCCCC2)c([N+](=O)[O-])c1	-3	4	1	-5	-10	0	-3	4	-1	-3
CC(=O)Nc1cc(NC(C)=O)ncn1	2	5	2	0	2	-2	5	-2	2	-3
Cc1ccc(N(C(=O)c2cccs2)C2C=CS(=O)(=O)C2)cc1 (stereo unspecified)	1	6	4	-4	2	3	2	-9	0	6
COC(=O)[C@]12C[C@H](CC(=O)N3CCCCC3)C(=O)N(Cc3cccc4ccccc34)C1=C[C@H](C(C)(C)C)O[C@@H]2C	1	2	.	0	7	4	-3	2	-1	.
O=C(CCNC(=O)N1CC(=O)Nc2ccccc21)NCc1cccc(Cl)c1	-1	2	4	4	14	-4	2	-1	-2	9
CCCCNc1cccc2c1S(=O)(=O)N[C@@H](C)CO2	-2	-5	.	2	-2	1	2	-1	6	2
CCN(CC)C(=O)CP(=O)(c1ccccc1)c1ccccc1	-1	7	7	3	8	-2	0	7	-1	-2
O=C(Nc1ccccc1C(=O)NCc1ccco1)Nc1cccc2ccccc12	0	-9	-20	0	-14	3	-6	0	-2	5
C[C@@H]1C=C[C@](Cc2ccccc2)(C(=O)NCC2CC2)N1C(=O)c1ccccc1	-2	1	7	-5	8	-6	-10	-16	0	-4
Cc1ccc(NCc2nnc3n2CCCCC3)c(C)c1	-2	0	-2	4	5	-4	1	0	-1	10
CC(C)CCOc1ccc(C(=O)N2CCN(c3ncccn3)CC2)cc1	-1	1	1	1	-7	-8	-1	-7	-3	-6
CCC1(CC)NC(=O)N(CC(=O)OCC(=O)NC(=O)c2ccccc2)C1=O	-1	-2	3	2	-6	0	-2	4	4	-5
Cc1ccc(CNC(=O)c2oc3ccc(S(=O)(=O)N4CCOCC4)cc3c2C)cc1	1	-5	-32	-1	-3	1	0	0	-1	1
COc1ccc(CNC(=S)N/N=C/c2ccncc2)cc1	-1	-7	-16	-7	10	0	4	0	-3	1
COc1ccc(C2C(C(=O)NCc3ccccn3)c3ccccc3C(=O)N2C)cc1OC (stereo unspecified)	2	-9	2	6	1	0	1	-3	3	0
COc1ccc(C(CNc2ccc(S(=O)(=O)N3CCN(C)CC3)cc2[N+](=O)[O-])N(C)C)cc1 (stereo unspecified)	2	10	-3	-3	11	-4	-2	-3	1	0
CC1(c2nnc(-c3cccc(Cl)c3)o2)CC(c2cccc(F)c2)=NO1 (stereo unspecified)	-2	-11	-20	4	-3	2	-2	2	1	4
CCOC(=O)C1=C(N)Oc2ccc3ccccc3c2C1c1ccc(O)cc1 (stereo unspecified)	-1	-29	-23	1	-5	-1	3	-7	2	-13
CCN(CC)c1ccc(C(=O)OCC(=O)c2ccco2)cc1	-2	5	2	3	-3	3	2	1	0	3
CCNc1nc(NC#N)nc(SCC(=O)OCC)n1	1	1	4	0	9	0	1	-6	-1	6
CCOC(=O)C1CCCN(C(=O)c2cc(-c3ccncc3)nc3ccccc23)C1 (stereo unspecified)	0	-1	-1	-1	0	-6	-26	-28	1	11
C=CCn1c(C)cc(C(=O)CSc2nc3ccccc3[nH]2)c1C	-4	2	-14	20*	0	6	2	1	-3	-8
O=C(CSc1ncnc2[nH]ncc12)Nc1cccc(Oc2ccccc2)c1	4	-34	-33	-5	-22	10	-8	-4	0	0
CCN(C(=O)COC(=O)CCCN1C(=O)c2cccc3cccc(c23)C1=O)C1CCS(=O)(=O)C1 (stereo unspecified)	6	-3	-4	1	-3	-3	6	0	2	-8
C[C@@H](NC(=O)c1nc[nH]c1C(=O)N[C@H](C)c1ccccc1)c1ccccc1	-1	-31	-14	-3	10	-3	5	3	-3	-1
COc1ccc(CN2CCn3nc(C(=O)NC(C)C)cc3C2=O)cc1	0	3	2	-1	-7	-2	1	0	0	-2
CCN1C[C@@H]2[C@@H]3C(=O)N(Cc4ccccc4)C(=O)[C@@H]3[C@](Cc3ccccc3)(C(=O)OC)N2C1=NC	1	2	8	-6	-5	0	3	-2	0	2
Cc1cc(=O)oc(C)c1C(=O)Nc1cccc2ccccc12	1	-5	0	-2	0	4	-5	0	-4	-2
CCN1CCN(S(=O)(=O)c2ccc(Oc3ccccc3OC)cc2)CC1	0	-6	-1	5	-1	0	5	3	0	-3
COc1ccc(C(CC(=O)O)NC(=O)COc2ccccc2)cc1 (stereo unspecified)	-1	-3	4	2	0	-2	0	-1	1	7
Brc1ccc2nc3c(n2c1)CCCC3	2	6	-2	-3	4	-1	5	4	1	8
COC(=O)c1ccc(NC(=O)CN2CCN(c3ccc(Cl)cc3)CC2)cc1	0	-11	0	-2	-7	-1	1	4	4	-1
O=C(NC1CC1)C1=C[C@@H](c2ccc3c(c2)OCO3)C[C@@H](OCc2ccc(CO)cc2)O1	-2	4	-4	-4	2	-5	0	3	1	-1
